Cardiac RTF inh: cardiac RTF calcium desensitization | 340,000 tested, 0.12% active | IANBD-labeled cardiac RTF, Ca2+ fluorescence | inhibition, % at 7.15 µM | P19429+P45379 | AID 493244;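 active means inhibition above the mean inhibition of all tested compounds plus 3 SD, cut at about 17% in these data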;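 further: assay run at fixed EC70 calcium of 1.6 mM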
DAGLB inh: blocks human DAGLB lipase activity | Q8NCG7 | HEK293T DAGLB membrane lysate, EnzChek fluorogenic substrate | inhibition, % at 5.17 µM | 340,000 tested, 0.059% active; in the data active means inhibition above about 34%;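 further: 0% = enzyme with vehicle and 100% = wells lacking enzyme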
Target sequence (Q8NCG7 whole entry, looked up): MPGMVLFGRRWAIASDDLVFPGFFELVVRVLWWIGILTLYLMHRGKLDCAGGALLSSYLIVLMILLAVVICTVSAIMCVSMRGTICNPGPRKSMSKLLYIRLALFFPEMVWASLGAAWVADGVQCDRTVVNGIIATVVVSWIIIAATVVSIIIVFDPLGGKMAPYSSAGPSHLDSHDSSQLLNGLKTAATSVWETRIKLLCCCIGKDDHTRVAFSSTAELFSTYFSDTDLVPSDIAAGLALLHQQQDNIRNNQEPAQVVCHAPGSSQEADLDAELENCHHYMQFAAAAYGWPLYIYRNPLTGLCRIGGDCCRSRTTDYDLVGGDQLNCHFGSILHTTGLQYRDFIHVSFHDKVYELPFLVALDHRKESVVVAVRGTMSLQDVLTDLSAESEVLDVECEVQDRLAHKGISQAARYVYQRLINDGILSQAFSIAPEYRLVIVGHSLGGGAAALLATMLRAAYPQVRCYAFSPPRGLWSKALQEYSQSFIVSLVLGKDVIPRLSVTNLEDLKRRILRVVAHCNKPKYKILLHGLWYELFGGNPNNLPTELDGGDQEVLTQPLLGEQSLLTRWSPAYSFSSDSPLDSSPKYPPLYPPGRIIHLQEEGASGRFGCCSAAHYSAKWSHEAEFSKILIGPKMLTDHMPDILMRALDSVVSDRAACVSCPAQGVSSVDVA
SR-BI uptake up: SR-BI HDL lipid transfer activation | CHO ldlA[mSR-BI] cells, DiI-HDL uptake fluorescence, 3 h; 100 = double the neutral-control signal | 320,000 tested, 0.096% active | activation, % at 12.5 µM;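 active means mean replicate activation of at least 60% and every replicate at or above 60%; inconclusive means mean or all-replicate condition met, but not both; inactive means mean below 60% and not all replicates reaching 60%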;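 further: 0% = median plate neutral-control signal and 100% = twice that signal; values of inactives mirror those of a sister screen read the other way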
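Test system: SR-BI-overexpressing, LDLR-lacking CHO cells. Measured by: DiI fluorescence, bottom read. Medium: Ham's F12 with 0.5% BSA, HEPES 25 mM, pH 7.4. Timing: 3 h uptake period with compound, 37 °C.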
NSD2 inh: blocks human histone methyltransferase NSD2 | O96028 | NSD2 peptide methylation, AlphaScreen, 120 min | inhibition, % at 12.5 µM | 310,000 tested, 0.54% active; in the data active means inhibition above about 50%
SR-BI DiI inh: inhibitors of mouse SR-BI mediated HDL lipid uptake; Q61009; ldlA[mSR-BI] CHO cells, DiI-HDL uptake fluorescence, 3 h; inhibition, % at 12.5 µM; 320,000 tested, 0.96% active; AID 488896;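 active means mean replicate inhibition of at least 70% and a set share of replicates each scoring 70 or more; inconclusive means meets just one of the two criteria; inactive means fails both criteria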;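 further: 0% = median of neutral control wells and 100% = median of positive control wells; values of inactives mirror those of a sister screen read the other way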
PvdQ inh: P. aeruginosa PvdQ acylase inhibition; inhibition, % at 10 µM; purified PvdQ acylase, fluorescence plate reader; 340,000 tested, 0.063% active; AID 488965; in the data active means inhibition above about 30%, passing the limit was not always enough; inconclusive means no clear call, values can overlap the other calls;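 further: 0% = vehicle neutral wells and 100% = reference inhibitor wells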
Arrestin-AP2 inh: human beta-arrestin and AP2 interaction inhibition; FITC-arrestin peptide / GST-AP2 beads, flow cytometry; AP2 beta2 appendage carries R879A mutation; inhibition, % at 10 µM; 340,000 tested, 0.31% active;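 active means inhibition above a set limit, near 3 SD of compounds lacking own fluorescence, cut at about 54% in these data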;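 further: plate controls were DMSO wells for no effect and 5 µM unlabelled arrestin peptide for full effect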
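system = GST-tagged AP2 beta2-adaptin appendage (R879A) on 4 µm glutathione beads | reagent = FITC-labelled arrestin peptide probe, 50 nM final | schedule = compound with beads 12 min RT, then probe 1 h RT | signal = HyperCyt-sampled flow cytometry, FL1 channel, ex 488/em 535 nm | read-out = percent response from loss of bead-bound FITC fluorescence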
C-LANA FP: inhibitors of KSHV LANA C-terminal domain DNA binding; MBP-C-LANA/FAM-LBS DNA binding, fluorescence polarization; inhibition, % at 9 µM; 340,000 tested, 0.078% active;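 active means highest replicate inhibition at or above 60% at 9 µM, even if other replicates fall short; inactive means all replicates below 60% inhibition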;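 further: 0% = neutral control wells and 100% = 4 µM acridine orange control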
Keap1-Nrf2 PPI: disrupts human Keap1 binding to Nrf2 peptide | Q14145 | Keap1 Kelch-Nrf2 peptide fluorescence polarization, 1536-well | inhibition, % at 9.4 µM | 340,000 tested, 0.15% active | AID 504523; in the data active means inhibition above about 12%; inconclusive means no clear call, values can overlap the other calls; inactive means below about 7.3%;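 further: human Keap1 Kelch domain with fluorescein labeled Nrf2 9mer peptide probe; 0% = neutral control wells and 100% = peptide positive control; higher means more block of Keap1 binding to Nrf2 peptide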
PKA-R2B act: activators of human PKA-R2B complex. PKA-R2B holoenzyme dissociation, Cy5-IP20 fluorescence polarization; R2B truncated from residue 108, S112A mutant; 0% DMSO only, 100% 113 µM cGMP. P22694+P31323. activation, % at 11.4 µM. 340,000 tested, 0.079% active;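 active means activation above a cutoff set at the mean over all compounds plus 3 SD, cut at about 18% in these data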;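 further: higher means more holoenzyme dissociation and a rise in polarization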
Target sequence (P31323 whole entry, looked up, other chains not shown, the tested form may be a part): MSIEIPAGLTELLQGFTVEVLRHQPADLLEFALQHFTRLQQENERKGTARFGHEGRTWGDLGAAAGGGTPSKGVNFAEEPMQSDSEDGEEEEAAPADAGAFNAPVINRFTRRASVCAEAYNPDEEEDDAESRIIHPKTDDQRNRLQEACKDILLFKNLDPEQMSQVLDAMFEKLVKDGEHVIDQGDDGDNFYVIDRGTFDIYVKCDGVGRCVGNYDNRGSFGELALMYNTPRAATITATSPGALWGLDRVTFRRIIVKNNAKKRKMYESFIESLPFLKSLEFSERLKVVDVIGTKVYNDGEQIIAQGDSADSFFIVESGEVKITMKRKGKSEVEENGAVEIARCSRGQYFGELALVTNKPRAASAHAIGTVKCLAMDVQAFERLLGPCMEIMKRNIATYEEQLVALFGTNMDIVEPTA
An asterisk follows results filed as active; ? = inconclusive; nt = not tested or not shown.

smiles | Cardiac RTF inh | DAGLB inh | SR-BI uptake up | Keap1-Nrf2 PPI | Arrestin-AP2 inh | PvdQ inh | NSD2 inh | PKA-R2B act | SR-BI DiI inh | C-LANA FP
CNC(=O)c1cc(-c2ccc(Cl)cc2)n(-c2ccccc2)n1 | -2 | -6 | -32 | -1 | 0 | -21 | 3 | -8 | 32 | 1.1
FC(F)(F)c1cccc(OCc2noc(-c3ccsc3)n2)c1 | -4 | -5 | 5 | 1 | 9 | -2 | 5 | -2 | -5 | nt
Cc1cc2c(c(SCC(=O)NCc3ccc(Cl)cc3)n1)C(=O)OC2 | -12 | 0 | 14 | 3 | -17 | -14 | 4 | -2 | -14 | -1.0
COc1ccc(NC(=O)Cn2cc(S(=O)(=O)Cc3ccccc3)c3ccccc32)c(OC)c1 | -16 | -1 | -28 | 4 | 2 | -13 | -1 | -6 | 28 | -0.1
Cc1cccc(N/N=C/c2ccccc2O)c1 | 1 | 0 | -36 | -3 | 1 | -8 | 3 | -8 | 36 | 0.1
CCS(=O)(=O)N1CCC(C(=O)NCc2ccc(F)cc2Cl)CC1 | -7 | 0 | 4 | -5 | 0 | -8 | 3 | -10 | -4 | 2.2
CCOc1ccc(C(=O)Nc2ccc(N3CCN(S(C)(=O)=O)CC3)cc2)cc1[N+](=O)[O-] | 2 | 3 | -24 | -4 | -2 | -9 | -2 | -5 | 24 | 0.3
CCOC(=O)c1cc2n(c1N)-c1ccccc1C2=O | -62 | 0 | 1 | 3 | 14 | -4 | 3 | 4 | -1 | 12
Cc1cc(Cl)ccc1OCc1nnc(-c2ccccc2C)o1 | 5 | -11 | -2 | -3 | 15 | -18 | 0 | 2 | 2 | 0.3
COc1ccc(-c2ccc(=O)n(CC(=O)Nc3ccc(C(=O)NC4CC4)cc3)n2)cc1OC | -6 | -2 | 6 | 1 | -43 | -1 | 1 | 3 | -6 | -1.1
Cc1cccc(NC(=O)NN2CCN(C)CC2)c1C | -2 | 2 | 22 | 4 | -10 | -14 | -1 | -1 | -22 | 0.9
CCOc1ccc(/C=N/NC(=O)C(C)Sc2ccccn2)cc1OCC (stereo not drawn) | 1 | 1 | 15 | -8 | 14 | 11 | 28 | 9 | -15 | 0.0
O=c1[nH]c2ccc(S(=O)(=O)N3CCN(c4ccccc4F)CC3)cc2s1 | -2 | 2 | ? | 2 | -2 | -14 | 2 | -14 | -180 | -2.8
O=C1NC(=S)N(c2cccc(Cl)c2)C12CCCCC2 | -3 | -3 | 31 | -3 | 6 | -12 | -2 | 2 | -31 | 1.6
COc1cc(C(=O)N[C@H](C(=O)NC2CCCCCC2)C(C)C)cc(OC)c1OC | -1 | -1 | 0 | 2 | 4 | -9 | -1 | -6 | 0 | 0.3
COCCOc1nc2c(c(=O)n(C)c(=O)n2C)n1Cc1cccc(OC)c1 | 7 | -1 | 20 | -2 | -8 | -6 | 1 | -6 | -20 | -0.4
Cc1ccc(NC(=O)O/N=C/c2ccc(F)cc2)cc1 | -6 | -1 | 9 | -3 | 33 | 1 | -3 | 4 | -9 | 0.5
O=C(NCC(c1ccco1)N1CCN(c2ccc(F)cc2)CC1)c1ccco1 (stereo not drawn) | -14 | 0 | 14 | -4 | -2 | -3 | 1 | 2 | -14 | -2.0
CCOc1ccc(NC(=O)C(CC(=O)O)Cc2ccccc2)cc1 (stereo not drawn) | -9 | 2 | 19 | 3 | 38 | -7 | -4 | -16 | -19 | 0.9
COc1cc(CNc2ccc3[nH]c(=O)[nH]c3c2)cc(Br)c1OCc1ccc(F)cc1 | -5 | 2 | -53 | -1 | 31 | -3 | -2 | -5 | 53 | 1.9
COc1ccc(C(C(=O)NC2CCCCC2)N(CC2CCCO2)C(=O)CCCC(=O)Nc2ccccn2)cc1 (stereo not drawn) | 8 | -1 | nt | 0 | 4 | -11 | -4 | -11 | nt | -0.4
O=C(NN=Cc1ccc(N2CCOCC2)s1)c1ccc([N+](=O)[O-])cc1 | 4 | 15 | -40 | -6 | -4 | -22 | -1 | -2 | 40 | 0.1
COc1cccc(C(=O)CSc2nnc(CNS(=O)(=O)c3ccc(C)cc3)n2C)c1 | -6 | 2 | -21 | -9 | -4 | -4 | 0 | -1 | 21 | -2.2
Cc1ccc(C(=O)N2CCN(C)CC2)cc1S(=O)(=O)N1CCOCC1 | 4 | -2 | 16 | -2 | 5 | 6 | 4 | -8 | -16 | 2.6
O=S(=O)(c1ccc(F)c(F)c1)N1CCN(c2ncccn2)CC1 | -5 | -4 | -7 | 0 | 27 | 3 | -4 | -10 | 7 | 1.4
NNC(=O)c1ccc2c(c1)S(=O)(=O)NNC2=O | -3 | -2 | 11 | -3 | -8 | -4 | -8 | 3 | -11 | -1.0
CC(C)(C)NC(=O)CC1C[C@H](C(=O)N2CCOCC2)[C@@]2(C)c3[nH]c4ccccc4c3CCN2C1=O (stereo partly drawn) | 4 | 0 | -77 | -2 | 4 | -16 | nt | -2 | 77* | 0.3
FC(F)(F)c1ccccc1NC(=S)N1CCN(Cc2ccc3c(c2)OCO3)CC1 | 5 | -2 | -4 | -1 | 12 | -7 | 1 | 1 | 4 | -0.4
COc1ccc(C)cc1S(=O)(=O)N1CCN(C(=O)c2ncoc2-c2ccccc2F)CC1 | -9 | 0 | nt | -4 | -2 | -13 | 0 | -2 | nt | 2.0
CC(OC(=O)c1cc(S(=O)(=O)N2CCOCC2)ccc1F)C(=O)NCC1CCCCC1 (stereo not drawn) | 5 | -2 | -65 | -2 | -3 | -1 | -2 | 1 | 65 | 3.2
Cc1ccc(-c2nc3ccccc3o2)cc1NC(=S)NC(=O)c1cccs1 | -11 | -3 | nt | 5 | -2 | -12 | 2 | -10 | nt | -1.8
CS(=O)(=O)N1CCN(C(=S)NCc2ccc(Cl)cc2)CC1 | nt | nt | 5 | -4 | -5 | -13 | -4 | nt | -5 | -1.1
CCOc1ccc(OCCn2c(S(=O)(=O)O)nc3c(N)ncnc32)cc1 | -3 | 1 | 10 | 0 | -13 | -10 | -4 | -5 | -10 | 1.5
COc1ccc(F)cc1S(=O)(=O)NC(Cc1ccccc1)C(N)=O (stereo not drawn) | 0 | -3 | 30 | -2 | -2 | -3 | -1 | -6 | -30 | 0.3
COc1ccc(S(N)(=O)=O)cc1C(=O)N(C)CC(=O)Nc1ccc(N2CCOCC2)cc1 | 3 | -3 | 16 | -4 | 5 | 13 | -6 | -2 | -16 | -1.2
COc1ccc(NC(=O)C2CCCN(S(=O)(=O)c3cccc4nonc34)C2)c(OC)c1 (stereo not drawn) | -12 | 1 | -12 | 0 | -10 | 3 | 18 | -1 | 12 | -0.2
CC1=CC(C)(C)Nc2ccc(OC(=O)C(Cc3ccccc3)N3C(=O)C4CCCCC4C3=O)cc21 (stereo not drawn) | 1 | -1 | 63* | 4 | 0 | -12 | 3 | 1 | -63 | -0.5
CCC(C)(C)NC(=O)C(c1ccc(OC)cc1)N(C(=O)CCC(=O)Nc1cc(C)on1)c1ccccc1OC (stereo not drawn) | -12 | 1 | nt | -1 | -12 | -13 | 8 | -5 | nt | 0.1
COC(=O)c1cc(=O)c2c([N+](=O)[O-])ccc(OC)c2o1 | -10 | 2 | -15 | -1 | -1 | -7 | -3 | -3 | 15 | 0.3
O=C(COC(=O)c1ccccc1F)NC(=O)NC1CCCC1 | 2 | 2 | 5 | 1 | -7 | -5 | -4 | -9 | -5 | 3.2
CCOC(=O)c1ccccc1NS(=O)(=O)c1ccccc1F | -5 | -5 | 12 | 1 | -3 | 12 | -10 | -13 | -12 | -0.1
Cn1nc(-c2ccccc2)c(-c2nc(-c3cccc(C(F)(F)F)c3)no2)c1Cl | -4 | 1 | -18 | 0 | -12 | -10 | 0 | -2 | 18 | -0.1
COC(=O)c1ccc2[nH]c(C3(O)CCCCC3)c(C)c2c1 | -13 | -2 | -21 | -4 | -4 | -8 | nt | 4 | 21 | 1.8
CCOc1cc(S(=O)(=O)N2CCC(c3nc4ccccc4s3)CC2)c(OCC)cc1S(=O)(=O)N1CCCCC1 | -5 | -1 | -34 | -6 | -6 | -10 | nt | -8 | 34 | -0.3
CC1=NN(c2nc(-c3ccc(C)cc3)cs2)C(=O)C1N=Nc1cccc(O)c1 (stereo not drawn) | -2 | 11 | -64 | 2 | 20 | -2 | -1 | 9 | 64 | -2.1
CC(C)NS(=O)(=O)c1ccc(NC(=O)C(C)OC(=O)C2CCC2)cc1 (stereo not drawn) | -3 | 1 | 10 | 1 | -2 | -24 | 26 | 1 | -10 | 0.3
C/C(=N\NC(=S)NC1CCCCC1)c1ccc(Cl)c(Cl)c1 | -1 | -2 | -18 | -4 | 15 | 11 | -3 | -12 | 18 | -4.3
O=C1C(=O)N(Cc2ccncc2)C(c2ccccc2F)/C1=C(\O)c1ccc2c(c1)OCCO2 (stereo not drawn) | 2 | 2 | 14 | -4 | -8 | -6 | 0 | -19 | -14 | 1.5
O=C1NC(=Nc2ccc(Cl)cc2)/C(=C/c2ccco2)S1 | -6 | 9 | -82 | -2 | -3 | -7 | 12 | -9 | 82* | -1.0
CCN(CC)c1ccc(C2NC(=O)NC(C)=C2C(=O)Nc2ccccc2)cc1 (stereo not drawn) | -7 | 2 | 2 | -4 | 5 | 7 | nt | -14 | -2 | -1.7

Random excerpt: 2 compounds from above
smiles | Cardiac RTF inh | DAGLB inh | SR-BI uptake up | Keap1-Nrf2 PPI | Arrestin-AP2 inh | PvdQ inh | NSD2 inh | PKA-R2B act | SR-BI DiI inh | C-LANA FP
O=C1NC(=Nc2ccc(Cl)cc2)/C(=C/c2ccco2)S1 | -6 | 9 | -82 | -2 | -3 | -7 | 12 | -9 | 82* | -1.0
CC(OC(=O)c1cc(S(=O)(=O)N2CCOCC2)ccc1F)C(=O)NCC1CCCCC1 (stereo not drawn) | 5 | -2 | -65 | -2 | -3 | -1 | -2 | 1 | 65 | 3.2

More results follow.
smiles | Cardiac RTF inh | DAGLB inh | SR-BI uptake up | Keap1-Nrf2 PPI | Arrestin-AP2 inh | PvdQ inh | NSD2 inh | PKA-R2B act | SR-BI DiI inh | C-LANA FP
COc1cccc(CN2CCC(C(=O)N3CCC(C)CC3)CC2)c1 | -3 | 0 | 13 | 1 | 4 | -11 | -3 | 8 | -13 | -1.4
COc1cc2oc(=O)ccc2cc1[C@@H](O)[C@@H]1OC(C)(C)OC1(C)C | -3 | -3 | 11 | -5 | 2 | -9 | nt | -4 | -11 | 0.1
O=C(CN1C(=O)CCC1=O)Nc1cccc(NC(=O)CN2C(=O)CCC2=O)c1 | 1 | 1 | 20 | -6 | 9 | -3 | 0 | -15 | -20 | -1.9
Cc1ccc(C)c2[nH]c(=O)c(CN(CC3CCCO3)S(=O)(=O)c3ccc4c(c3)OCCO4)cc12 (stereo not drawn) | -5 | 3 | nt | 2 | 5 | -10 | 1 | -6 | nt | -1.2

From PubChem
